# Source: PubChem BioAssay (NCI)
# Growth percent in the NCI-60 one-dose screen (48 h, 10 µM unless noted): 100 = growth as untreated, 0 = no growth, -100 = all killed.
# SN12C – SN12C renal cancer cells; AID 1794767; 81,000 compounds, 3.8% hits
# RXF 393 – RXF 393 renal cancer cells. 77,000 compounds, 6.9% hits. AID 1794773
# A498 – A498 renal cancer cells; AID 1794774; 76,000 compounds, 5.4% hits
# UO-31 – UO-31 renal cancer; 81,000 compounds, 5.2% hits; AID 1794768
# 786-0 – 786-0 renal cancer cells. 81,000 compounds, 5.1% hits. AID 1794775
# TK-10 – TK-10 renal cancer cells; AID 1794769; 81,000 compounds, 3.9% hits
# DU-145 – DU-145 prostate cancer | AID 1794760 | 81,000 compounds, 4.2% hits
# CAKI-1 – CAKI-1 renal cancer | 75,000 compounds, 4.7% hits
# ACHN – ACHN renal cancer. 81,000 compounds, 4.9% hits. AID 1794771
# The depositor's hits bear a star; · = no result given. How the source made its calls: active means growth percent below 10; inactive means the rest. Rows were taken by chance; 11% or so of the library scored in one or more.
SMILES,SN12C,RXF 393,A498,UO-31,786-0,TK-10,DU-145,CAKI-1,ACHN
Cc1nc(N)[nH]c(=O)c1CCCNS(=O)(=O)c1ccc([N+](=O)[O-])cc1,99.8,122.9,110.7,59.6,110.7,109.3,98.9,100.6,96.9
CCCCn1c(-c2cccc(O)c2)cn2c3c(=O)[nH]c(=O)n(C)c3nc12,92.5,97.3,113.4,97.2,103.7,112.5,114.4,93.0,98.1
Cc1cccc(NC(=O)Oc2ccc(Cl)c3cccnc23)c1,98.0,105.5,107.9,88.1,105.3,119.8,110.1,95.5,106.3
O=C1c2ccccc2-c2c1c1c3ccccc3n(CCBr)c1c1c3ccccc3n(CCBr)c21,93.2,107.4,103.3,68.2,100.2,104.7,98.2,67.5,77.2
CCOC(=O)Nc1ccc(C(=O)OCC)cc1,106.5,·,91.8,100.7,92.7,71.7,106.9,101.9,107.7
C[C@H](NC(=O)[C@@H]1CSSC[C@@H](NC(=O)Cc2nc3ccccc3cc2O)C(=O)NCC(=O)N1C)c1ccccc1,·,122.1,120.0,92.0,114.1,109.5,83.3,99.7,96.8
CC1(C)N=C(c2ccccc2)C(c2ccccc2)=N1,94.6,105.5,100.5,76.6,98.8,104.1,127.5,100.9,99.6
COc1ccc2c(c1)OCCN1C(=O)Nc3ccccc3C21 (stereo not given),103.2,121.1,106.0,84.9,94.7,102.0,103.9,94.1,102.2
Fc1ccc(-c2ncnc3c2ncn3C/C=C/CCl)cc1,88.4,84.7,88.3,·,105.6,90.2,99.6,·,94.1
O=C(CSc1nnc(-c2ccc3nc(-c4ccc(Cl)cc4)[nH]c3c2)o1)Nc1ccc(Br)cc1,-89.2*,·,66.1,21.9,-74.9*,86.0,11.7,-27.8*,-62.5*
COc1ccccc1CNCCCN1C(=O)c2ccc3c4c(ccc(c24)C1=O)C(=O)N(CCCNCCCN)C3=O,-56.8*,-36.9*,14.9,23.3,11.0,33.3,-1.6*,31.9,9.2*
CNS(C)(=O)=O,106.3,116.2,99.7,88.8,104.7,102.3,105.3,98.2,108.8
O=C(NC1CCCCC1)/C(=C\c1ccc(/C=C(/NC(=O)c2ccccc2)C(=O)NC2CCCCC2)cc1)NC(=O)c1ccccc1,104.2,110.7,82.6,95.0,97.8,105.6,·,96.6,96.5
CC1(C)CC[C@]23CC[C@]4(C)[C@H](CC[C@@H]5[C@@]6(C)C=CC(=O)C(C)(C)[C@@H]6CC[C@]54C)[C@H]2[C@H]1OC3=O,99.3,110.9,·,98.6,104.2,101.4,96.1,93.8,99.3
C[C@]12C[C@H](c3ccc(OS(N)(=O)=O)cc3)C3=C4CCC(=O)C=C4CC[C@H]3[C@@H]1CC[C@@]2(O)C(F)(F)C(F)(F)F,86.8,98.5,88.6,86.0,95.3,103.1,99.2,99.1,92.4
CCCn1c(=S)sc2c1nc(C)n1c(Nc3ccccc3)nnc21,55.6,29.3,57.2,71.6,54.8,86.7,109.2,93.9,82.8
O=C(NCc1ccccc1)/C(=C/c1cccc([N+](=O)[O-])c1)CC(=O)c1ccc(Cl)c(Cl)c1,93.7,102.2,91.4,75.5,112.8,108.0,109.8,84.3,96.1
O=C(c1nnc(NC2CCCCC2)o1)c1c[nH]c2ccccc12,98.6,107.6,89.2,85.6,108.8,98.6,106.7,100.6,108.6
O=C1CSC(=Nc2ccc(OCc3nnc(-c4ccc(Cl)cc4)o3)cc2)N1,91.4,90.0,77.0,55.6,91.2,112.4,103.2,89.1,100.2
Brc1ccc2[nH]c(-c3c[nH]c4ncccc34)nc2n1,93.0,107.2,107.7,72.8,102.9,116.0,105.2,86.4,89.7
CCCc1oc2cc(O)ccc2c(=O)c1Oc1ccc(F)cc1,91.5,103.6,106.1,73.2,90.0,·,102.6,·,97.6
CC(C)OCCc1cccc[n+]1[O-],107.4,106.0,112.2,105.3,100.9,105.5,116.7,83.2,109.7
COc1ccc(/C=C/C(=O)c2ccc(NC(=O)CSc3nnc(-c4ccc5nc(-c6ccccc6)[nH]c5c4)o3)cc2)cc1OC,102.4,122.5,85.7,89.0,90.4,116.5,105.0,106.3,100.4
C=Cc1cc[n+](CCCCCCCCCCCC)cc1,100.8,·,94.9,94.0,105.8,136.5,105.1,103.4,107.7
CCCC/C=C\C/C=C\CCCCCCCCc1nc(-c2cc(OC)c(OC)c(OC)c2)no1,87.1,103.5,·,89.0,101.9,100.2,108.5,99.2,97.9

# Retrieved by structure from the list above:
SMILES,SN12C,RXF 393,A498,UO-31,786-0,TK-10,DU-145,CAKI-1,ACHN
CCCn1c(=S)sc2c1nc(C)n1c(Nc3ccccc3)nnc21,55.6,29.3,57.2,71.6,54.8,86.7,109.2,93.9,82.8
O=C(c1nnc(NC2CCCCC2)o1)c1c[nH]c2ccccc12,98.6,107.6,89.2,85.6,108.8,98.6,106.7,100.6,108.6
COc1ccc2c(c1)OCCN1C(=O)Nc3ccccc3C21 (stereo not given),103.2,121.1,106.0,84.9,94.7,102.0,103.9,94.1,102.2
O=C1CSC(=Nc2ccc(OCc3nnc(-c4ccc(Cl)cc4)o3)cc2)N1,91.4,90.0,77.0,55.6,91.2,112.4,103.2,89.1,100.2
CC1(C)N=C(c2ccccc2)C(c2ccccc2)=N1,94.6,105.5,100.5,76.6,98.8,104.1,127.5,100.9,99.6
CCCC/C=C\C/C=C\CCCCCCCCc1nc(-c2cc(OC)c(OC)c(OC)c2)no1,87.1,103.5,·,89.0,101.9,100.2,108.5,99.2,97.9
CC1(C)CC[C@]23CC[C@]4(C)[C@H](CC[C@@H]5[C@@]6(C)C=CC(=O)C(C)(C)[C@@H]6CC[C@]54C)[C@H]2[C@H]1OC3=O,99.3,110.9,·,98.6,104.2,101.4,96.1,93.8,99.3

# (continued)
SMILES,SN12C,RXF 393,A498,UO-31,786-0,TK-10,DU-145,CAKI-1,ACHN
CC(=O)c1ccc(NNc2ccccc2)cc1,92.2,108.3,105.3,66.3,92.7,97.3,92.1,·,·
COc1ccc(N=Nc2ccc(N)nc2N)cc1,103.9,·,53.8,96.0,100.1,151.5,120.3,·,101.3
CCCCCCCCCCCCCCCC(=O)OC[C@H](NC(=O)C(Cl)Cl)[C@H](O)c1ccc([N+](=O)[O-])cc1,91.1,112.8,116.9,71.0,95.1,·,113.3,89.2,84.8
N#Cc1c(-c2ccc(F)cc2)nc(N=Nc2c(O)[nH]c3ccc(Cl)cc23)nc1N1CCOCC1,-9.9*,8.6*,51.2,6.4*,17.0,11.6,40.0,·,14.6
COc1ccc(C2=NN(/C=c3\s/c(=C(\C#N)C(=O)Nc4ccccc4C)n(-c4ccccc4)c3=O)C(c3ccc(OC)cc3)C2)cc1 (stereo not given),110.9,116.1,125.3,86.2,107.4,127.4,110.8,88.4,108.9
COc1cc(C2=NN(C(C)=O)C(c3sc(N(C)Cc4ccccc4)nc3Cl)C2)cc(OC)c1OC (stereo not given),90.5,98.4,90.9,68.0,74.0,115.0,90.8,63.8,90.1
Nc1nc2ccccc2c2c(=O)c3c(Cl)cccc3sc12,111.5,105.4,100.8,85.7,103.3,134.8,112.9,86.8,102.2
CC1(C)C2CCC1(C)C1(C2)OC(CCl)CS1 (stereo not given),100.7,105.4,110.9,99.5,100.4,109.0,112.0,97.9,99.8
Cc1cc(C)c(N(C)N=O)c(C)c1N(C)N=O,93.9,115.5,92.1,100.5,93.2,88.8,108.1,97.4,103.8
CCOC(=O)c1ccc(N=Cc2sc(Nc3ccc(Cl)cc3)nc2O)cc1,93.6,101.6,85.6,79.9,99.5,121.2,108.6,90.7,97.1
CNC(=O)NCC1OC(n2cnc3c(NC(=O)Nc4ccccc4)ncnc32)C(O)C1O (stereo not given),96.4,113.6,103.1,98.1,106.0,151.9,94.5,54.5,99.1
CCOC(=O)n1cc(-c2nonc2-c2cn(C)c3ccccc23)c2ccccc21,45.1,63.5,15.2,42.9,48.0,63.2,57.2,29.4,43.2
CN1CCN(c2nc(SCc3ccc([N+](=O)[O-])cc3)nc(-c3ccc(F)cc3)c2C#N)CC1,84.2,31.5,102.3,59.9,73.6,98.0,90.9,65.2,68.5
Cc1cc(C)c(N=Nc2cc(C)c(N=Nc3c(S(=O)(=O)O)cc4cc(Nc5ccccc5)ccc4c3O)cc2C)c(S(=O)(=O)O)c1,98.0,129.3,111.3,89.1,104.2,97.0,109.0,·,112.0
CC1=NN(c2cccc(Cl)c2)C(=O)/C1=C\c1ccc[nH]1,93.3,113.2,80.0,64.8,107.3,118.1,104.6,81.0,93.6
CC1Nc2cccc3cccc(c23)NC1=O (stereo not given),92.2,111.2,88.5,67.2,102.9,·,115.8,79.6,95.2
Clc1ccc(Nc2cccc(-c3cn[nH]c3)c2)cc1,80.3,69.0,25.5,55.9,81.6,82.6,81.7,52.7,79.5
c1ccc2cc3c(cc2c1)Nc1cc2ccccc2cc1N3,97.5,91.5,102.2,81.3,96.0,159.2,96.4,79.6,90.5
CCCCC[n+]1ccc(SCC(=O)N(C)c2cccc3ccccc23)c2ccccc21,99.1,·,97.6,86.0,100.8,111.1,109.5,97.6,110.3
O=C(CN1C(=O)CSC1=O)Nc1ccc(C(=O)/C=C/c2cc3ccccc3nc2Cl)cc1,83.8,17.6,94.3,59.5,73.3,92.1,90.3,63.0,83.5
Nc1ccn(CCOc2nc(-c3ccc(F)cc3)cc(-c3ccco3)n2)c(=O)n1,105.7,124.5,112.6,80.4,100.6,106.6,117.6,107.0,104.8
Cc1ccc([C@@H]2C[C@@H]3Cc4cc(F)ccc4N2O3)s1,101.7,108.2,79.7,95.0,106.9,104.0,100.5,93.8,93.9
C=CCOc1c(C)cc(C)cc1C,96.5,96.8,93.9,89.2,95.5,100.7,121.2,96.8,104.7
CCCCCCCCCCCCCCCCCC1=NCCN1CS(=O)(=O)O,53.2,69.9,87.2,16.6,74.5,89.4,33.7,17.3,47.7
NC(=O)C(=O)c1c[nH]c2ccccc12,108.6,124.9,122.5,75.8,102.0,·,109.9,95.2,97.4

# A portion of the results above:
SMILES,SN12C,RXF 393,A498,UO-31,786-0,TK-10,DU-145,CAKI-1,ACHN
C=CCOc1c(C)cc(C)cc1C,96.5,96.8,93.9,89.2,95.5,100.7,121.2,96.8,104.7
CCCCCCCCCCCCCCCCCC1=NCCN1CS(=O)(=O)O,53.2,69.9,87.2,16.6,74.5,89.4,33.7,17.3,47.7

# (more compounds)
SMILES,SN12C,RXF 393,A498,UO-31,786-0,TK-10,DU-145,CAKI-1,ACHN
O=S(=O)(NCCCNc1cc(-c2cn(-c3ccccc3)nc2-c2cccc(O)c2)ccn1)c1ccc(Br)cc1,16.5,2.0*,25.2,3.1*,-9.4*,32.2,31.3,13.0,10.2
Nc1nc(Cl)cc(NCc2ccc(CNc3cc(Cl)nc(N)n3)cc2)n1,105.8,90.9,73.7,84.3,100.9,123.5,96.4,·,92.7
Cc1ccccc1Nc1cc(O)c2c(=O)cc(-c3ccccc3)oc2c1,31.8,28.0,31.3,42.3,43.5,110.1,26.8,39.0,34.5
CC1CC(=O)N2CCc3cncn3C12C (stereo not given),101.5,94.2,95.9,89.7,103.2,94.9,109.7,96.0,104.7
CCN[C@@H]1C[C@H](N)[C@@H](O[C@H]2OC(CN)=CC[C@H]2N)[C@H](O)[C@H]1OC1OC[C@](C)(O)[C@H](NC)[C@H]1O (stereo not given in full),110.4,125.9,129.5,111.3,102.4,98.6,113.1,111.0,104.9
O=C(c1nc2ccccc2[nH]1)C1C(c2ccc(F)cc2)C2CSCN2[C@@]12C(=O)Nc1ccccc12 (stereo not given in full),91.1,99.6,57.2,77.0,99.0,101.3,111.3,90.0,94.2
NS(=O)(=O)c1ccc(C(=O)N2N=C(c3ccc(F)cc3)CC2c2ccccc2)cc1 (stereo not given),98.7,99.0,100.2,69.6,103.0,104.8,107.7,73.0,95.1
COc1ccc(/C(C)=C(\c2ccc(OCCN3CCCCCC3)cc2)c2ccc(OC(=O)C3CCCCC3)cc2)cc1,-87.2*,-83.1*,-3.5*,-96.9*,-84.2*,-79.2*,-12.1*,-34.4*,-88.5*
O=C1NC(=O)/C(=C/c2ccccc2OCc2cc3ccccc3nc2Cl)S1,81.4,72.8,122.1,71.9,78.2,97.7,90.5,82.3,86.2
CCC1=Cc2c(OC)cccc2OC12C=Cc1c(OC)cccc1O2 (stereo not given),42.0,1.8*,6.9*,39.8,50.1,100.8,27.1,28.4,35.9
N/N=C(\CCNc1ccc(S(N)(=O)=O)cc1)c1ccccc1,100.8,106.2,106.1,84.1,107.5,111.5,116.1,94.9,99.3
O=C(O)c1ccc(S(=O)(=O)c2ccccc2)cc1,96.1,113.2,94.7,87.4,111.4,97.7,114.4,106.0,99.8
c1ccc(Nc2nnc(-c3cccnc3)o2)cc1,101.5,101.6,86.2,95.2,99.4,121.0,109.6,95.8,95.7
CC(=O)OCCN1C=C(S(=O)(=O)c2ccccc2)C2=NCCCN2C1=O,101.0,107.6,104.5,80.9,104.2,112.8,103.2,92.9,101.3
Nc1cccc2c(S(=O)(=O)O)cccc12,92.2,107.0,142.5,74.9,98.3,105.0,114.7,86.7,92.3
CCOc1ccc2nc(NC(=O)c3cccnc3Nc3ccc(F)cc3)sc2c1,98.0,99.6,96.3,73.4,101.5,106.7,112.8,90.8,98.0
CC(=O)N(C)c1cccc2cccc(S(=O)(=O)O)c12,102.3,121.7,93.6,85.8,101.7,91.2,101.8,105.0,107.6
C=C(C)[C@@H]1CC[C@]2(C(=O)n3cnc(C[C@@H](N)C(=O)OC)c3)CC[C@]3(C)[C@H](CC[C@@H]4[C@@]5(C)CCC(=O)C(C)(C)[C@@H]5CC[C@]43C)[C@@H]12,97.3,114.3,111.4,91.0,94.3,106.5,110.5,87.1,104.2
